# From PubChem
# CRFBP-R2 block: blocks CRF-induced signaling of the CRF-BP/CRF-R2 complex; inhibition, % at 11.8 µM; AID 588475; HEK293 CRF-R2/CRF-BP, CRF-induced calcium fluorescence; hit rate 0.59% among 350,000;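 active means inhibition of the ligand-induced calcium signal above about 50% at the single tested concentration, limit read from the data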
# GalR3 antagonist: blocks the human galanin receptor 3; hit rate 0.44% among 360,000; O60755; AID 651719; HEK293 GalR3-CNG cAMP membrane potential fluorescence; galR3 body fused to GalR1 C-terminus; inhibition, % at 3 µM;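 active means inhibition above the screen-wide average plus 3 SD, cut at about 13% in these data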;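 further: forskolin and galanin both at EC90 stimulate the cells; cAMP rise reported by CNG channel membrane potential dye signal; 0% = forskolin plus galanin with DMSO and 100% = forskolin alone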
# Target sequence (O60755 1-299 limits assumed): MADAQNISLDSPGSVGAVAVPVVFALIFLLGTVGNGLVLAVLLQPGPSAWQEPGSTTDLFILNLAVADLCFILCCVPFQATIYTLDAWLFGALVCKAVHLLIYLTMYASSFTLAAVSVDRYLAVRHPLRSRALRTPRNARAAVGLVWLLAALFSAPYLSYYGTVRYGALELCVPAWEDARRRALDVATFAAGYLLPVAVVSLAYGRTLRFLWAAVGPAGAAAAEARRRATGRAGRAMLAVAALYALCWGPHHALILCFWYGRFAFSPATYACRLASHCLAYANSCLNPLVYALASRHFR
# p-CIP stab down: compounds decreasing mouse p/CIP protein stability; F442A p/CIP-EGFP cells, EGFP fluorescence, 16 h; decrease of EGFP signal, % at 10 µM; hit rate 0.01% among 290,000; AID 1984;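 active means EGFP signal decrease of at least 30% at 10 µM or well 3 SD below plate mean, unless failing retest; inactive means the rest, including hits failing retest or dose response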; further: some compounds called inactive have numbers as strong as hits; many of its hits are not listed in these tables
# SUMO HTRF inh: inhibitors of human SUMOylation (UBC9). P63279. HTRF SUMOylation assay, SAE1/SAE2 + UBC9, in vitro. inhibition, % at 35 µM. hit rate 0.36% among 290,000; in the data active means inhibition above about 50%, passing the limit was not always enough; further: strong numbers were not always called active
# Target sequence (P63279 whole entry, looked up): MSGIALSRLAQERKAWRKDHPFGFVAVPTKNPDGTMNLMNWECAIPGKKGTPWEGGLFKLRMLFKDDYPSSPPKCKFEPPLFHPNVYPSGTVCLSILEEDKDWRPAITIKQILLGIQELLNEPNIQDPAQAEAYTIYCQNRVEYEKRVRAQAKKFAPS
# IMP-1 inhibitor: inhibitors of Pseudomonas aeruginosa IMP-1 metallo-beta-lactamase | AID 1556 | purified IMP-1, nitrocefin hydrolysis, epi-absorbance fluorescence | inhibition, % at 5.6 µM | hit rate 0.45% among 290,000;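 active means inhibition above the mean plus 3 SD of all compounds in the same screening run, cut at about 4.5% in these data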;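 further: 0% = IMP-1 with DMSO and 100% = DMSO wells lacking enzyme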
#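 System: purified IMP-1 / Input: IMP-1 dispensed at 0.2 nM / Medium: 50 mM HEPES pH 7.1, 50 µM ZnSO4, 0.05% Brij 35 / Timing: 15 min enzyme–compound preincubation, then 25 min nitrocefin reaction, 25 °C / Technique: plate fluorescence quenching by hydrolysis product, ex 480/em 530 nm / Repeats: singlicate testing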
# IDE inh: inhibits human insulin-degrading enzyme in HEK cells; P14735; FAbetaB cleavage, fluorescence polarization; inhibition, % at 5.59 µM; hit rate 0.41% among 320,000; AID 434962;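 active means percent inhibition above the average of all tested compounds plus 3 SD, set per screening campaign, cut at about 16% in these data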;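 further: IDE supplied by intact live HEK cells; FP after avidin binding of uncleaved biotin substrate so inhibition keeps polarization high; 0% = DMSO wells and 100% = 60 µM reference IDE inhibitor Ii1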
# VIM-2 inhibitor: blocks Pseudomonas aeruginosa VIM-2 metallo-beta-lactamase. inhibition, % at 5.6 µM. hit rate 0.89% among 290,000. purified VIM-2, nitrocefin hydrolysis, epi-absorbance fluorescence;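 active means inhibition above the mean of all tested compounds plus 3 SD, cutoff set per screening run, cut at about 7.5% in these data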;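 further: red hydrolysis product quenches plate fluorescence so inhibitors raise well fluorescence; 0% = enzyme with DMSO and 100% = DMSO without enzyme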
# NS3 helicase inh: inhibitors of Hepatitis C virus NS3 helicase. hit rate 0.56% among 290,000. NS3 helicase DNA unwinding, Cy5 molecular beacon fluorescence. inhibition, % at 10.9 µM;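 active means inhibition above the mean of all tested compounds plus 3 SD, set per campaign, cut at about 35% in these data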;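 further: 0% = DMSO wells and 100% = thioflavine S control wells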
#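 Material: hepatitis C virus NS3 helicase domain fragment enzyme; measured by: Cy5 fluorescence, 0 and 60 min reads; control set: DMSO and thioflavine S; incubation: 60 min unwinding reaction at 25 °C after ATP addition; read-out basis: % inhibition from 60/0 min fluorescence ratio, DMSO 0%, thioflavine S 100%; repeats: singlicate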
# IDE cell activ: activators of human insulin-degrading enzyme in cells; P14735; HEK cells, FAbeta-B cleavage, fluorescence polarization; 0% vehicle, 100% cell-free pure enzyme wells; activation, % at 5.96 µM; hit rate 0.073% among 340,000;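 active means activation above the mean of all tested compounds plus 3 SD, set per screening campaign, cut at about 17% in these data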
# * marks the source's active call; other numbers are inactive results; . = no result given. Not a hit list; any-hit rate near 3.2%.
no.	compound	VIM-2 inhibitor	IDE cell activ	CRFBP-R2 block	IDE inh	GalR3 antagonist	SUMO HTRF inh	IMP-1 inhibitor	p-CIP stab down	NS3 helicase inh
1	Cc1nn(C)c(C)c1CN(C)C(=O)C1(C)CC1(Br)Br (centres undefined)	0.1	3.5	29.0	-1.3	0.5	4.7	-3.1	-0.7	-11.0
2	O=c1[nH]c(=S)c2ncn(-c3ccccc3)c2[nH]1	-3.9	.	2.0	-0.3	-0.4	-4.9	-3.9	-14.8	-5.8
3	O=C(CSCc1ccc(Cl)cc1)Nc1ccc(S(=O)(=O)N2CCCCCC2)cc1	-2.2	0.4	-44.3	0.4	2.1	-36.9	-0.8	-5.0	-7.4
4	Cc1cccc(N(Cc2ccccc2)C(=O)c2ccc(C)c(S(=O)(=O)N3CCOCC3)c2)c1	.	-5.2	1.6	4.1	-2.2	.	.	.	.
5	COc1cc(/C=C/CN2CCC(CO)(CC3CCCCO3)CC2)ccc1O (centres undefined)	-1.5	3.2	-2.0	2.8	-3.7	4.1	-1.6	-6.2	0.2
6	CC[n+]1c(C)n(-c2ccccc2)c2ccc(C(=O)OC)cc21	0.3	4.7	-8.2	0.9	0.3	7.5	-2.9	-0.4	1.1
7	CC(=O)Nc1ccc(S(=O)(=O)N2CCN(C(=O)N3CCCCCC3)CC2)cc1	-1.6	-0.1	7.6	-3.2	5.2	-9.6	-4.0	-4.7	4.3
8	Cc1cc(NC(=O)COC(=O)[C@H](C)NC(=O)c2ccccc2)no1	-0.1	2.8	21.7	0.2	-4.3	28.3	-0.8	13.5	2.4
9	C=C(Cl)COc1ccc2c(C)cc(=O)oc2c1	-1.1	-0.6	12.6	0.5	-2.5	25.8	-2.2	-11.0	3.4
10	CCc1ccc(-c2ccc(C(=O)C(F)(F)F)[nH]2)cc1	-1.9	0.1	-12.9	-1.9	-7.5	7.3	-3.2	-4.8	15.5
11	CC(=O)N1N=C(c2cccc(NS(C)(=O)=O)c2)CC1c1cccs1 (centres undefined)	-1.4	0.2	-8.4	-2.8	-3.7	2.8	-3.4	4.2	15.9
12	COc1ccc(CCNC(=O)CCNS(=O)(=O)c2cccc(Cl)c2)cc1OC	-2.2	5.5	8.7	5.2	-3.3	2.3	-2.1	1.5	-4.1
13	Cc1cc(-c2ccn[nH]2)c(C)s1	-3.3	-3.2	2.2	1.6	2.8	13.6	-2.1	-3.4	1.7
14	O=C(NN(c1ccccc1)c1ccccc1)c1ccc([N+](=O)[O-])o1	-4.0	4.6	-1.1	-1.8	-7.6	-5.6	-5.1	1.7	-3.2
15	Nc1n[nH]c(N)c1N=Nc1cccc(F)c1	-2.8	0.1	7.3	8.4	-3.7	0.2	-3.8	-1.2	-1.9
16	CCN(c1ccccc1)S(=O)(=O)c1ccc(Cl)c(NC(=O)CN2CCCCCC2)c1	-0.4	-5.0	15.3	6.6	-6.6	5.4	-0.5	-8.2	-35.4
17	Cc1ccc(OCCSc2nc3ccccc3n2CC(=O)O)cc1C	-1.7	3.2	3.1	2.8	-11.5	-1.6	-0.1	-4.3	22.3
18	O=C(c1cccs1)N1CCN(c2ccccc2)CC1	0.6	0.6	7.0	3.7	-6.6	8.9	-0.7	-0.6	-7.3
19	CCC(c1nnc(SCC(=O)Nc2c(F)cccc2F)n1Cc1ccccc1)N(C)C (centres undefined)	-1.4	2.7	60.0*	-3.0	0.7	7.9	-2.2	-21.0	-0.9
20	C/C(=N\O)C(=O)NCc1ccccn1	-3.1	2.4	2.6	0.8	-1.1	-7.2	-2.9	-4.8	5.8
21	Cc1cc(=O)[nH]c(SCCCOc2ccccc2Cl)n1	0.1	-24.7	-13.5	2.7	-3.4	-3.6	0.2	-11.7	-4.9
22	CC(c1ccccc1)N1C(=O)c2ccc(C(=O)NCc3ccco3)cc2C1=O (centres undefined)	-1.9	2.8	9.3	.	-4.4	-6.3	-3.0	1.4	-3.2
23	Cc1cccc(C)c1-n1nnnc1C(C)(C)N1CCN(N=O)CC1	-2.6	2.5	0.8	-0.9	-5.0	8.6	-2.8	-1.2	3.5
24	Cc1c(C)n2c(SCC(=O)NC3CCCC3)nnc2[nH]c1=O	.	-2.6	-3.8	4.6	-4.3	.	.	.	.
25	COc1ccc(-c2csc(NC(=S)NC(=O)c3cc4ccccc4o3)n2)cc1Br	-1.6	2.6	3.0	0.7	-1.4	1.7	-4.4	-10.0	1.0
26	C#CCNC(=O)C1=C[C@@H](c2ccccc2)C[C@@H](OCc2ccc(CO)cc2)O1	0.1	-0.9	6.5	1.1	-8.0	1.1	-0.9	1.0	-6.2
27	CCc1cc(=O)oc2cc(OCC(=O)N(CC)CC)c(Cl)cc12	-1.6	1.3	-2.1	0.4	4.7	22.0	-2.8	-12.8	5.7
28	COc1ccc(OC)c(NC(=O)C(=O)N/N=C(\C)CC(=O)Nc2ccc(Cl)cn2)c1	-3.0	-1.9	-1.4	2.1	1.1	-9.9	-2.7	5.5	-10.3
29	COc1ccc(NC(=O)CCc2nnc3ccc(N4CCC(C)CC4)nn23)cc1	-3.0	-0.2	7.5	0.3	-5.7	6.0	-4.1	-17.3	13.5
30	c1ccc(-n2cnnc2SCc2cn3cccnc3n2)cc1	-1.0	3.3	7.8	6.1	-4.9	-0.5	-1.7	-1.9	-1.8
31	CCOC(=O)C1CCN(C(=O)CNC(=O)c2nn(-c3ccc(OC)c(OC)c3)c(=O)c3ccccc23)CC1	-3.5	2.2	6.1	1.8	-9.0	0.5	-2.6	2.6	0.3
32	CC(=O)Nc1ccccc1/C=C/c1ccc2c(C)ccc(O)c2n1	-2.6	3.9	-16.3	-6.5	-3.5	-2.7	-2.0	-1.6	-14.0
33	O=C(O)c1ccc2cccnc2c1O	10.2*	-6.0	-0.6	1.9	-5.2	15.0	-0.3	5.1	4.0
34	COc1cc2c(cc1OC)C(C)N(CC(=O)Nc1ccc(S(=O)(=O)N3CCCC3)cc1)CC2 (centres undefined)	-1.7	-0.4	-1.7	8.5	-6.3	6.3	-3.3	-7.4	-32.5
35	O=C1/C(=C/c2ccncc2)SC(=S)N1Nc1ccccc1	-1.9	.	-8.9	4.1	-5.2	-11.2	-2.7	-12.9	3.3
36	O=C(O)c1cc(S(=O)(=O)N2CCCCC2)sc1Cl	-1.4	6.0	6.6	1.0	5.8	27.4	-2.7	-3.3	-1.2
37	CC(OC(=O)CN1C(=O)c2ccccc2C1=O)C(=O)NC1CCCCC1 (centres undefined)	-5.7	10.7	-7.7	4.1	-9.3	-5.1	-2.5	-0.2	-2.5
38	Cc1cc(C)c(N(C(=O)Cn2nnc3ccccc32)C(C(=O)NC(C)(C)C)c2ccsc2)c(C)c1 (centres undefined)	-0.3	5.1	-4.7	-1.0	-2.0	-24.6	-1.6	6.8	-1.7
39	CC(C)NC(=O)Cn1c(SCC(=O)c2ccc(F)cc2)nc2ccccc21	-1.9	0.1	14.7	0.4	-1.1	1.7	-0.6	-1.3	3.5
40	O=S(=O)(c1cccs1)N1CCC(CO)(Cc2ccc(Cl)cc2)CC1	-4.8	1.7	-33.8	2.1	2.2	-13.7	-3.4	-10.3	-10.6
41	O=C(COc1ccc(S(=O)(=O)N2CCCC2)cc1)N1CCCCC1	-2.7	-1.4	-8.8	-6.3	-6.8	-8.6	-1.7	-10.1	5.9
42	Cc1cccc(NC(=O)COc2coc(CN3CCc4ccccc4C3)cc2=O)c1	.	-2.5	-5.4	-3.1	-1.5	.	.	.	.
43	CCOc1ccc(CCNC(=O)C2CCN(S(=O)(=O)CC)CC2)cc1OCC	-1.2	-2.6	5.5	1.4	-6.2	-4.1	-2.7	6.6	-6.0
44	Oc1c(C(c2ccc(F)cc2)N2CCc3ccccc3C2)sc2ncnn12 (centres undefined)	-4.8	1.6	-27.4	-3.9	.	7.4	-2.5	5.4	-2.1
45	CC1Cc2ccccc2N1C(=O)CSc1nn2c(=O)c(C(C)(C)C)nnc2s1 (centres undefined)	-2.9	5.7	-9.2	-2.6	-0.1	11.6	-3.2	-7.4	4.5
46	O=C(COc1cc2oc(=O)c3c(c2cc1Cl)CCC3)Nc1cccnc1	-0.6	-0.4	-10.3	8.4	-7.5	5.1	-3.9	0.8	12.9
47	O=C(C[C@@H]1C/C=C/CC[C@@H](Cc2ccc(F)cc2)C(=O)OC[C@H](Cc2ccccc2)NC1=O)N[C@H](CO)Cc1ccccc1	.	1.6	-0.9	-4.2	-5.4	.	.	.	.
48	Cc1[nH]c2ccccc2c1/C=N/NC(=O)Cc1cccs1	-2.3	-2.2	-30.3	6.6	-2.1	-20.9	-1.9	10.8	8.2
49	Cc1cc(=O)n2c3ccccc3n(CC(O)CN3CCOCC3)c2c1C#N (centres undefined)	2.4	0.2	-19.0	1.9	-6.3	8.7	0.2	5.0	-2.8
50	Cc1ccc(-n2nc(-c3ccco3)cc2C(=O)O)cc1	0.7	-2.9	-3.1	-3.0	-0.8	2.4	1.7	-5.2	21.1
51	FC(F)(F)c1nc2ccccc2c2nc3ccccc3n12	1.4	1.5	-35.6	-1.4	0.0	10.0	-2.5	-5.3	4.2
52	CCOC(=O)C1(Cc2cccc(OC)c2)CCN(Cc2cccc(OC)c2OC)CC1	-1.3	-2.2	-8.3	1.1	-8.2	-7.7	-3.3	-21.8	-13.5
53	Cc1cc2cc(C(c3nnnn3Cc3ccco3)N3CCc4ccccc4C3)c(=O)[nH]c2cc1C (centres undefined)	-0.3	1.5	-2.0	-0.3	6.7	28.9	-1.3	-8.7	39.0*
54	N/N=C(\c1ccccc1)C12CN3CN(CN(C3)C1)C2	-2.5	3.6	-12.5	-1.6	-2.4	-7.1	0.1	-15.6	5.7
55	COc1cc2c(cc1OC)CN(S(=O)(=O)c1cccs1)CC2	-1.1	-0.6	-2.8	-0.6	0.1	3.8	-0.9	-6.5	-9.8
56	C=CCC1(CC=C)CCCN1C(=O)c1cc(COc2ccc(F)c(F)c2)on1	-2.0	1.6	-16.4	0.6	-10.7	-1.8	0.7	-5.1	-7.4

# Other records:
no.	compound	VIM-2 inhibitor	IDE cell activ	CRFBP-R2 block	IDE inh	GalR3 antagonist	SUMO HTRF inh	IMP-1 inhibitor	p-CIP stab down	NS3 helicase inh
57	O=S(=O)(Nc1ccc(Cc2ccncc2)cc1)c1ccc(Br)cc1	-0.5	1.6	-21.4	0.2	-3.6	-18.8	-1.9	-1.2	-0.7
58	O=c1[nH][nH]c(C(F)(F)F)c1C=Nc1ccccc1Cl	-1.8	2.3	25.3	-0.5	-3.3	-8.3	-2.2	-7.4	7.8
59	CCc1c(C(=O)NNC(=S)Nc2ccc(S(=O)(=O)Nc3ncccn3)cc2)csc1C	-4.4	5.5	7.5	-9.4	1.1	16.4	-3.2	-4.2	3.7
60	CC(C(=O)NCCCc1ccccc1)n1cccc1C(=O)c1ccccc1 (centres undefined)	-2.4	0.1	29.9	2.5	-1.0	.	-1.0	-2.0	13.7
